GoLoco inh red = inhibitors of human Gai1-RGS12 GoLoco interaction (red fluorophore); Gai1:RGS12 GoLoco peptide FP, rhodamine, 10 min; hit rate 0.44% among 230,000; AID 880; Potency, µM (highest dose often 61.6 µM), for the others: at the top dose activity, negative = inhibition, most hits filed as inhibitors; active = well fitted inhibition curve with a large enough effect, not every such curve was filed as active; inactive = no such curve, though single readings can be large or run the other way; note: nearly all actives have a fitted effect of over 30% in size; many of its hits are not listed in these tables
RECQ1 helicase = RECQ1 (human) helicase inhibition; AID 2549; P46063; hit rate 0.54% among 240,000; Potency, µM (highest dose often 57.3 µM), for the others: at the top dose activity, negative = inhibition, most hits filed as inhibitors; RECQ1 DNA unwinding, red fluorescence kinetic read;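 note: plate controls were vehicle for no effect and no enzyme for full effect; nearly all actives have a fitted effect of over 30% in size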
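50 nM RECQ1T1 preincubated 15 min with compound in Tris pH 8.0 buffer with MgCl2, DTT, Tween-20 and 2.5 ug/ml poly(dI-dC); started with 200 nM TAMRA/BHQ-2 forked duplex and 2 mM ATP. Unwinding read as fluorescence (525/598 nm), two reads 2 h apart.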
TRb SRC2 PPI = inhibitors of human thyroid hormone receptor beta-SRC2 interaction. P10828. TRbeta-SRC2 peptide binding, fluorescence polarization; receptor liganded with 1 µM T3. Potency, µM (series often up to 106 µM), for the others: at the top dose activity change, negative = inhibition, usual class: inhibitors. hit rate 0.065% among 280,000;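 note: plate controls were bound peptide for no effect and peptide without receptor for full effect; nearly all actives have a fitted effect of over 50% in size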
Target sequence (P10828 whole entry, looked up): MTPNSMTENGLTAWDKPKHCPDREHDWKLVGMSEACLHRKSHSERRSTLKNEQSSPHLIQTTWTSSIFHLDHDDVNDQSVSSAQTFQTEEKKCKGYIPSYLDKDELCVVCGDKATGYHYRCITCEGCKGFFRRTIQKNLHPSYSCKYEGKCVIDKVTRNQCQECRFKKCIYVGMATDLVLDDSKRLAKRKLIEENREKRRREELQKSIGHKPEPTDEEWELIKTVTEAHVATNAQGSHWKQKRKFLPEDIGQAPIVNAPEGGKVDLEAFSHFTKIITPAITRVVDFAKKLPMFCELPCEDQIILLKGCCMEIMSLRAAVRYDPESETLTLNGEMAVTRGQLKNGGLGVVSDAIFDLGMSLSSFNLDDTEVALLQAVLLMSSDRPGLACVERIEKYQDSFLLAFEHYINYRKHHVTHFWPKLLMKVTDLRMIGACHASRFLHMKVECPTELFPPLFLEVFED
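Compounds were added to 0.6 uM TRb ligand-binding domain and 20 nM Texas Red-labeled SRC2 peptide in Tris buffer containing 1 uM T3, incubated 5 hr at ambient temperature, then read by fluorescence polarization.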
Tau fibril ThT = tau fibrillization inhibition (ThT binding). AID 1460. P10636. Potency, µM (series often up to 57.4 µM), for the others: at the highest dose activity, negative = inhibition, usual class: inhibitors. recombinant tau K18 P301L (four-repeat tau fragment), heparin-induced fibrillization, ThT fluorescence. hit rate 2.1% among 270,000; note: nearly all actives have a fitted effect of over 55% in size
Target sequence (P10636 561-689 P618L limits assumed): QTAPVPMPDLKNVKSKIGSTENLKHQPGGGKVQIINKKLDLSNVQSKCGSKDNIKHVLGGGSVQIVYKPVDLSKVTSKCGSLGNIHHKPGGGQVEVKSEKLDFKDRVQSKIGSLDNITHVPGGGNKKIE
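Aggregation was driven by heparin (20 uM final) acting on recombinant tau […] bearing P301L in 100 mM sodium acetate pH 7; fibrils were detected with Thioflavin T.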
Tau fibril FP = inhibitors of human tau fibril formation. Potency, µM (series often up to 57.7 µM), inactives show top-dose activity, negative = inhibition, most hits filed as inhibitors. K18 P301L tau heparin fibrillization, Alexa594 FP, 6 h. hit rate 0.39% among 280,000. P10636. AID 1468; note: nearly all actives have a fitted effect of over 55% in size
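Recombinant K18 P301L […], labeled with Alexa 594 at 0.24 uM over 15 uM unlabeled; heparin inducer 20 uM final; 37 C, 6 hr; FP endpoint.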
L3MBTL1 inh = inhibitors of human L3MBTL1 | Q9Y468 | AlphaScreen L3MBTL1–H3K9me1 peptide binding | Potency, µM (series often up to 57.1 µM), inactives show at the top dose activity, negative = inhibition, usual class: inhibitors | hit rate 0.66% among 230,000 | AID 485360; note: nearly all actives have a fitted effect of over 60% in size
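L3MBTL1 (50 nM) pre-complexed 30 min with biotinylated H3(1-15)K9me1 peptide (75 nM), then compounds added for 30 min at room temperature; AlphaScreen streptavidin donor/nickel chelate acceptor beads (10 ug/mL final) read after 30 min dark incubation.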
JMJD2E inh = JMJD2E (human) inhibition; hit rate 1.6% among 230,000; B2RXH2; Potency, µM (top dose mostly 57.1 µM), for the others: at the highest dose activity change, negative = inhibition, usual class: inhibitors; JMJD2E catalytic domain, FDH-coupled NADH fluorescence (FDH is formaldehyde dehydrogenase); active = well fitted inhibition curve with a large enough effect, not every such curve was filed as active; inconclusive = small, poorly fitted or top-dose-only effect, or another doubt; inactive = no such curve, though single readings can be large or run the other way;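 note: 0% = wells with enzyme and -100% = buffer wells without enzyme; nearly all actives have a fitted effect of over 50% in size; many of its hits are not listed in these tables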
Target sequence (B2RXH2 1-337 limits assumed): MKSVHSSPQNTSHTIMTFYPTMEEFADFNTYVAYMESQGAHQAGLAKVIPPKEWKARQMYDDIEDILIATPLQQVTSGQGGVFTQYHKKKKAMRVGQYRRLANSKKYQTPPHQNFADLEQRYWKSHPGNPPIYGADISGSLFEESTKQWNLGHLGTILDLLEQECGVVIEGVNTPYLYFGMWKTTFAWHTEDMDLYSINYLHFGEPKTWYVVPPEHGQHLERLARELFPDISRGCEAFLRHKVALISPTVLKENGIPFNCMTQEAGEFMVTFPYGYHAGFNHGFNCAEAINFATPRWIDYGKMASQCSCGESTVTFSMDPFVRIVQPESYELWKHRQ
TR SRC2 fluor cs = alters Texas Red total fluorescence, flagging assay interference. hit rate 0.29% among 280,000. Potency, µM (highest dose often 106 µM), for inactives: top-dose fluorescence change, negative = quenching. TRb/SRC2 Texas Red total fluorescence interference; active = well fitted curve in either direction with a large enough effect; inconclusive = small, poorly fitted or top-dose-only effect
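Human TRb ligand-binding domain at 0.6 uM with 20 nM Texas Red SRC2 peptide in Tris buffer containing 1 uM T3 and 5% DMSO, incubated with compound 5 h at ambient temperature. Total fluorescence (555/632 nm) calculated as parallel + 2 × perpendicular.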
Active calls of the source: *; i = inactive; ? = inconclusive; . = no result given; [ ] = remark or other dose. Unless noted, calls come from the whole dose curve; as a rule, active = well fitted curve in the direction sought with a large enough effect; inconclusive = small, poorly fitted or top-dose-only effect, or another doubt; inactive = no such curve, though single readings can be large; an effect the other way counts as inactive or inconclusive. Unless noted, % is set by controls: 0 for no effect and ±100 for the full control effect; potency is the fitted concentration of half-maximal effect. An excerpt (hit frequency here may not be typical).

Screens in order: GoLoco inh red | RECQ1 helicase | TRb SRC2 PPI | Tau fibril ThT | Tau fibril FP | L3MBTL1 inh | JMJD2E inh | TR SRC2 fluor cs
> O=C(NCc1ccccc1)C1=C[C@H](c2ccc(C(F)(F)F)cc2)C[C@H](OCc2ccc(CO)cc2)O1
  5% | -24% | 7% | -8% | 1% | ? | ? | -1%
> O=C(COc1ccc(S(=O)(=O)N2CCCCC2)cc1)NC1CCCCC1
  -10% | -1% | -1% | -8% | 0% | 2%[11.4 µM] | 5% | -4%
> O=C(Nc1ccc([N+](=O)[O-])cc1)c1ccc(Cn2cc([N+](=O)[O-])cn2)cc1
  12% | 2% | -6% | ? | -14% | -2% | -5% | -4%
> Cc1ccc(NC(=O)Cc2c(Cl)cccc2Cl)cc1S(=O)(=O)N(C)C
  -17% | -18% | 2%[53 µM] | 4% | -11% | -2% | 11% | -3%[53 µM]
> CCN1C(=O)N(CN2CCOCC2)C2C1N(CN1CCOCC1)C(=O)N2CC (stereo unspecified)
  2% | -8% | -1% | -15% | -10% | . | 10% | -2%
> Cc1ccccc1CN1CCN(CC(=O)NCc2ccccn2)C1=O
  -4% | -5% | -6% | -8% | -15% | 0% | -4% | -3%
> O=[N+]([O-])c1ccc(-c2cn3c(n2)CCC3)cc1
  2% | -1% | -2% | ? | -1% | -6% | -5% | -2%
> C=C(CO)C1Cc2c(ccc3c2OC2COc4cc(OC)c(OC)cc4C2C3=O)O1 (stereo unspecified)
  0% | 1% | 0% | ? | -5% | . | -4% | 0%
> Cn1c(Oc2ccc(F)cc2F)c(C=O)c2ccccc21
  10% | -11% | -6% | -14% | 6% | 6% | -2% | -1%
> Cc1nc(NS(=O)(=O)c2ccccc2)sc1NC(=O)Nc1ccc(Cl)cc1
  5% | i | 1% | ? | 11% | . | ? | -3%
> Cc1cccc(-c2nc3scc(CCNS(=O)(=O)c4ccc5c(c4)OCCO5)n3n2)c1
  . | . | 1% | -7% | -11% | . | . | 0%
> CCOC(=O)C1(Cc2ccc(OC)cc2)CCN(C(=O)c2ccc3[nH]ccc3c2)CC1
  4% | i | 0% | -7% | ? | ? | -1% | 1%
> COc1cc(Br)cc(CN2CCN(C/C=C/c3ccccc3)CC2)c1O
  -3% | 0% | -8% | -18% | ? | -16% | 0% | -6%
> COC1(OC)C(=N/O)/C(=N\O)CCC1O (stereo unspecified)
  -5% | -5% | -5% | -5% | 0% | . | -6% | -1%
> CCCN1CNC(=S)N(CC2CCCO2)C1 (stereo unspecified)
  9% | -4% | 3%[53 µM] | 4% | 2% | 35%[activator] | 4% | -1%[53 µM]
> CC(C)(C)NC(=O)CCN1CCOCC1
  -3% | -4% | -9% | -3% | 4% | . | 5% | 0%
> O=C(Nc1ccc(N2CCCCC2)cc1)c1cc([N+](=O)[O-])cc([N+](=O)[O-])c1
  4% | i | 1% | -6% | 12% | 1% | -6% | -3%
> COc1cccc(CN2CCN(c3ccc(F)cc3)C2=O)c1
  -4% | -1% | 2% | 2% | -3% | 19% | -6% | 3%
> O=C(O)CCSc1ncnc2sc(-c3ccccc3)cc12
  7% | 16% | 0% | 0% | 12% | 7% | ? | 1%
> COCCNC(=O)C(c1cccs1)N(C(=O)Cn1nnc2ccccc21)c1ccc2c(c1)OCO2 (stereo unspecified)
  . | -3% | 9% | -12% | -2% | -4% | -3% | 1%

Reformatted with each value named: 2 of the compounds above
COCCNC(=O)C(c1cccs1)N(C(=O)Cn1nnc2ccccc21)c1ccc2c(c1)OCO2 (stereo unspecified)
  GoLoco inh red: .
  RECQ1 helicase: -3%
  TRb SRC2 PPI: 9%
  Tau fibril ThT: -12%
  Tau fibril FP: -2%
  L3MBTL1 inh: -4%
  JMJD2E inh: -3%
  TR SRC2 fluor cs: 1%
COc1cc(Br)cc(CN2CCN(C/C=C/c3ccccc3)CC2)c1O
  GoLoco inh red: -3%
  RECQ1 helicase: 0%
  TRb SRC2 PPI: -8%
  Tau fibril ThT: -18%
  Tau fibril FP: ?
  L3MBTL1 inh: -16%
  JMJD2E inh: 0%
  TR SRC2 fluor cs: -6%

Further structures.
smiles | GoLoco inh red | RECQ1 helicase | TRb SRC2 PPI | Tau fibril ThT | Tau fibril FP | L3MBTL1 inh | JMJD2E inh | TR SRC2 fluor cs
N#CCCN(Cc1cccnc1)C(=O)Nc1cccc(Cl)c1 | -2% | -8% | 8% | -1% | 3% | 11% | 7% | 0%
CC(C)c1ccc(N2C(=O)CSC23C(=O)N(C)c2ccccc23)cc1 (stereo unspecified) | . | . | -12% | -1% | -2% | . | . | -2%
C/C(=N\NC(=S)Nc1ccc(F)cc1)C1CC1 | -3% | -7% | 11% | ? | 13% | -8% | 7% | -1%
CCc1nn(-c2ccccc2)c(N)c1-c1ccc(OC)c(OC)c1 | 4% | i | 3% | -3% | 11% | . | -4% | -4%
O=C1C=C(c2ccccc2)OC(c2ccccc2)O1 (stereo unspecified) | 38%[activator] | -13% | -3% | -15% | 3%[2.34 µM] | -25% | 2% | 2%
O=C(CSc1nnc(CNC(=O)c2c(F)cccc2Cl)o1)Nc1ccc2c(c1)OCO2 | 9% | 0% | -4% | -7% | 7% | 8% | 5% | 1%
COc1ccc(-c2nc3c(c4c2C[C@H](c2ccccc2)OC4)CN(C(=O)N[C@@H](C)c2ccccc2)CC3)c(C)c1 | 5%[14.2 µM] | i[11.5 µM] | 4%[11.2 µM] | -10%[11.5 µM] | -2%[11.6 µM] | . | -3%[11.4 µM] | -15%[11.2 µM]
CC(C)Cc1ccc(C(C)C(=N)N)cc1 (stereo unspecified) | 5% | -12% | 5% | -7% | -10% | 11% | -10% | -1%
O=C(Nc1ccc(Cl)cc1C(F)(F)F)c1ccccc1 | 24% | -12% | -13% | -8% | -8% | 8% | 1% | -2%
CC(=O)c1c(C(C)=O)c(C)n(-c2nc(-c3cccs3)c(C)s2)c1C | 7% | -2% | -8% | ? | -10% | -4% | -1% | -1%
COc1cc2c(C(=O)N3CCN(C)CC3)c(C)n(-c3ccccc3)c2cc1Br | -5% | -7% | 0% | -4% | -6% | -2% | 0% | -3%
Cc1ccc(NC(=O)C2CC(c3ccc(F)cc3)=NO2)cc1 (stereo unspecified) | -2% | 25% | 1% | -9% | -7% | -1% | 4% | -2%
CCOc1ccc(-c2cc(C(F)(F)F)c(C#N)c(SCC(=O)Nc3ccccc3)n2)cc1 | . | . | 3% | 0% | -12% | . | . | -9%
COc1ccc(S(=O)(=O)N2CCOCC2)cc1NC(=O)COC(=O)C1COc2ccccc2O1 (stereo unspecified) | 3% | 1% | -6% | 2% | 3% | 4% | -3% | 0%
Cc1nc(C)c(C(=O)C2=C(O)C(=O)N(CCN3CCOCC3)C2c2cccs2)s1 (stereo unspecified) | -9% | 24% | -16% | -10% | 6% | -1% | -16% | 3%
Cc1ccccc1OCCNC(=O)/C=C/c1ccccc1 | 11% | -9% | 2% | -10% | -3% | 11% | 7% | -2%
Cc1ccc(Nc2c(F)c(F)c(F)c(F)c2C(=O)O)c(C)c1 | 0% | -2% | 1% | -4% | 8% | . | -1% | 0%
COc1ccc(CNC(=O)C2CCCN(S(=O)(=O)c3ccc4c(ccn4C)c3)C2)c(OC)c1 (stereo unspecified) | . | . | 2% | 2% | 7% | . | . | -5%
C=CCN1C(=NC(=O)CC)SC2CS(=O)(=O)CC21 (stereo unspecified) | -9% | i | 2% | -8% | 6% | 4% | 3% | 3%
Fc1cnc(Cl)nc1N1CCN(c2ccccc2)CC1 | 0% | -6% | 0% | ? | 10% | 11% | 0% | -4%
Nc1nonc1-c1nc2ccccc2n1Cc1ccc(F)cc1 | 18% | -14% | -6% | -6% | -16% | 2% | -4% | -2%
COc1ccc(NC(=O)c2nnn(Cc3nc(-c4cc(Br)ccc4OC)oc3C)c2C)cc1 | . | . | -5% | 16% | -5% | . | . | 1%
Cc1ccc(Oc2ccc(NC(=O)Cn3ccsc3=N)cc2)cc1 | 12% | -8% | -2% | -13% | ? | . | 13% | -3%
COc1ccc(C(=O)NNC(=O)c2cc3cc([N+](=O)[O-])ccc3oc2=O)cc1OC | -2% | -3% | 8% | -19% | 7% | 12% | 6% | 2%
O=C(Nc1ccc2nc(-c3ccccn3)[nH]c2c1)C1CCCCC1 | 0% | 2% | -23% | ? | -2% | -5% | ? | -4%
CCOc1ccc(NC(=O)CSc2oc(-c3ccco3)nc2S(=O)(=O)c2ccc(Cl)cc2)cc1 | . | . | -2% | ? | ? | . | . | 3%
Cc1cccc(NC(=S)N(Cc2ccco2)C(C)c2cccs2)c1 (stereo unspecified) | -4% | -13% | 0% | -15% | ? | . | 1% | -1%
COc1ccc(/C(=C\Nc2ccc(C)c(C)c2)C(C)=O)cc1OC | 1% | i | -7% | -8% | -3% | 5% | -2% | -6%
COc1ccccc1NC(=O)c1ccc(Br)o1 | -2% | i | -17% | 4% | -3% | 1% | 2% | 1%
CCCCOc1ccc(NC(=S)Nc2cc(C)nc(SCCCC)n2)cc1 | -7% | -2% | 13% | -8% | 0% | 9% | 5% | 0%
COc1cccc(CNC(=O)CCc2c(C)nn(-c3ccc(N4CCOCC4)nn3)c2C)c1 | . | . | 3% | -12% | 4% | . | . | -3%

A few values from the entries so far:
In JMJD2E inh, COc1cccc(CN2CCN(c3ccc(F)cc3)C2=O)c1 shows -6%
In Tau fibril FP, COC1(OC)C(=N/O)/C(=N\O)CCC1O (stereo unspecified) shows 0%
In Tau fibril ThT, COc1ccc(-c2nc3c(c4c2C[C@H](c2ccccc2)OC4)CN(C(=O)N[C@@H](C)c2ccccc2)CC3)c(C)c1 shows -10%[11.5 µM]
In TR SRC2 fluor cs, COc1ccc(S(=O)(=O)N2CCOCC2)cc1NC(=O)COC(=O)C1COc2ccccc2O1 (stereo unspecified) shows 0%
In Tau fibril FP, Nc1nonc1-c1nc2ccccc2n1Cc1ccc(F)cc1 shows -16%
